Wee1 stabilizer – human Wee1 degradation inhibition, primary screen; HeLa Luc-Wee1K328M stability, luciferase luminescence; 100% = proteasome inhibitor MG132 effect; reporter increase, % at 5 µM; 1.2% of 220,000 active;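 active = activation above the mean of all tested compounds plus 3 SD, set per screening run, cut at about 8.8% in these data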;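 note: cells exposed to compound for 20 h before luminescence read; 0% = DMSO alone and 100% = MG132 at 30 µM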
Target sequence (P30291 whole entry K328M): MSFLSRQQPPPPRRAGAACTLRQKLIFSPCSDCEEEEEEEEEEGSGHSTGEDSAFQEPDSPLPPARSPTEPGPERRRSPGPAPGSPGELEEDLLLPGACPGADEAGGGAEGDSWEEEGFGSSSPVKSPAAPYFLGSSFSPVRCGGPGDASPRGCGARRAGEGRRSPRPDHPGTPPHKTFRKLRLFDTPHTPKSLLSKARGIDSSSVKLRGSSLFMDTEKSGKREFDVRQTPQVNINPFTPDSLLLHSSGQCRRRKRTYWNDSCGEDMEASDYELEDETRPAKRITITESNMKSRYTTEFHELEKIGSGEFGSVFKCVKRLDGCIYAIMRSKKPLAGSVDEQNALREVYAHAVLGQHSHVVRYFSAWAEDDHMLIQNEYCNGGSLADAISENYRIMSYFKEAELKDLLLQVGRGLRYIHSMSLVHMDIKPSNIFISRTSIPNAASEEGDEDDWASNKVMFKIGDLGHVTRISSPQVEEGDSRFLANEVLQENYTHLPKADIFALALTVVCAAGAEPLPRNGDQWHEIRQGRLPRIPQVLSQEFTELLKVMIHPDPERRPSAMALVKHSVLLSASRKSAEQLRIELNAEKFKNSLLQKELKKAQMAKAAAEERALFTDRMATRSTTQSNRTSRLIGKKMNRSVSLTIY
RBBP9 inhibitor – human RBBP9 hydrolase inhibition | O75884 | 0.2% of 220,000 active | recombinant RBBP9, FP-Rh probe fluorescence polarization | inhibition, % at 7.94 µM;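 active = inhibition above the campaign mean of all tested compounds plus 3 SD, cut at about 14% in these data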;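 note: plate controls were DMSO wells with RBBP9 for no effect and wells lacking RBBP9 protein for full effect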
Target sequence (O75884 whole entry, looked up): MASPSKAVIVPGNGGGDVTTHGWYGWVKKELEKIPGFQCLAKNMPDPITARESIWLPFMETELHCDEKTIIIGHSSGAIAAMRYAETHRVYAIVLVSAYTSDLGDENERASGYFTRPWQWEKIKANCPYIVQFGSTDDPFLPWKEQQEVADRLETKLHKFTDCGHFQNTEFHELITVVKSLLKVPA
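Test system: recombinant human RBBP9; Timing: 30 min then 45 min, 25 °C; Detection: fluorescence polarization; Control set: RBBP9 with DMSO as uninhibited control, no-protein wells as full inhibition; Compound dosing: one concentration, 7.94 µM nominal, 0.794% DMSO; Probe or stimulus: FP-Rh activity-based probe, 375 nM before mixing.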
Ba/F3 V617F tox – loss of viability in JAK2V617F-driven Ba/F3 cells. Ba/F3 EpoR-JAK2V617F viability, ATP luminescence. 1.1% of 220,000 active. inhibition, % at 5.6 µM;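 active = inhibition above the campaign mean plus 3 SD over all tested compounds, cut at about 24% in these data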;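 note: cytokine-independent growth of Ba/F3 cells driven by EpoR plus mutant JAK2; 0% = DMSO-treated cells and 100% = JAK inhibitor I control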
BaF3 tox – counter-screen for JAK2V617F inhibitors: parental Ba/F3 viability inhibitors. CellTiter-Glo ATP luminescence. inhibition, % at 5.6 µM. 1.1% of 220,000 active. AID 1486;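 active = inhibition above a per-campaign cutoff, the mean inhibition of all tested compounds plus 3 SD, cut at about 27% in these data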;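 note: 0% = DMSO wells and 100% = JAK Inhibitor I control wells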
TNF necrop inh – blocks TNF-alpha induced death of Jurkat FADD-/- cells | Jurkat FADD-/- TNF necroptosis rescue, ATP luminescence, 24 h; 0 = TNF only, 100 = no-TNF cells | activation (protection from cell death), % at 10 µM | 0.068% of 220,000 active | AID 463075;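 active = activation, meaning protection from cell death, of at least 50% relative to plate controls; inactive = activation below 50%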;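 note: necroptosis triggered by 40 ng/mL TNF-alpha added together with compound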
CHOP inh – CHOP inhibition in unfolded protein response; CHO-K1 CHOP-promoter luciferase, tunicamycin-induced, 15-18 h; inhibition, % at 10 µM; 3.8% of 220,000 active;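 active = compounds that reduced the stress-induced luciferase reporter signal by more than about 70% of percent inhibition, limit read from the data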;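 note: 0% = tunicamycin plus vehicle and 100% = wells without tunicamycin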
PPC-1+TRAIL kill – PPC-1 cancer cell killing with TRAIL present. AID 1443. 0.41% of 220,000 active. cell killing (% activity), % at 4 µM. PPC-1 cells + TRAIL, ATPLite viability luminescence;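 active = cell killing above 50% in the first pass at 4 µM, then a duplicate retest at 5 µM averaging 50% or more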;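 note: plate controls were cells with TRAIL plus DMSO for no effect and medium-only wells lacking cells for full effect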
TRPML3 agonist – agonists of human TRPML3 channel. HEK293 TRPML3-YFP, Fluo-8 calcium fluorescence; 100% = the carbachol control signal. activation, % at 3 µM. 0.29% of 220,000 active;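 active = activation above its plate's cutoff, the mean activation of the plate's test wells plus 3 SD, cut at about 12% in these data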;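 note: 0% = DMSO only wells and 100% = carbachol wells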
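Test system: TRPML3-YFP stable HEK293 cells. Doses: single point at 3 µM. Incubation: dye loading 1 h 37 °C then 30 min ambient, 125 s read. Signal: Fluo-8 calcium dye fluorescence, ex 470-495, em 515-575 nm. Measure: percent activation from peak-to-basal fluorescence ratio, scaled between DMSO and carbachol.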
TRPN1 ag – activates the zebrafish TRPN1 channel. activation, % at 3 µM. 0.18% of 220,000 active. HEK293 zebrafish TRPN1-YFP, Fluo-8 calcium fluorescence; 100% = response to 87 µM carbachol. AID 1424;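 active = activation above its plate's cutoff, the mean activation of test wells on that plate plus 3 SD, cut at about 19% in these data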;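 note: 0% = DMSO alone and 100% = 87 µM carbachol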
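Material: zebrafish TRPN1-YFP in HEK293 cells; Doses: single test compound dose, 3 µM nominal, 0.3% DMSO; Timing: dye loading 1 h at 37 °C, then 30 min room temperature; Technique: intracellular calcium fluorescence with Fluo-8; Benchmarks: high carbachol 87 µM, low DMSO alone.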
Numbers without * were called inactive; x = no result given; & = joins results of further samples. An unsorted share of the library; overall some 6.8% were active at least once.

SMILES	Wee1 stabilizer	RBBP9 inhibitor	Ba/F3 V617F tox	BaF3 tox	TNF necrop inh	CHOP inh	PPC-1+TRAIL kill	TRPML3 agonist	TRPN1 ag
O=c1[nH]cnc(O)c1C(c1ccc(Br)cc1)c1c(O)nc[nH]c1=O	4	-11	2	1	1.8	-5	14	0.8	-0.4
CC(=O)c1c(C)nc(-c2ccc(Cl)cc2)nc1NC(=O)C(C)C	-1	6	0	4	-0.2	17	4	1.0	-0.2
Cc1c(CN(C)C(=O)c2sc3cc(Cl)ccc3c2Cl)cnn1C	1	-7	1	2	0.5	46	3	1.8	2.7
O=C(Cn1cnc2ccccc2c1=O)Nc1cccc(-c2nnc3n2CCCCC3)c1	2	-11	-5	0	1.1	-1	-10	0.6	-0.9
CC(C)c1ccc(-c2cc(C(=O)N3N=C(C(F)F)CC3(O)C(F)F)c3ccccc3n2)cc1 (configuration not stated)	4	-14	0	0	1.5	99*	46	1.1	1.4
CCOC(=O)C1=C(C)N=C2SCCC(=O)N2[C@@H]1c1cccs1	-2	-1	-3	4	1.2	15	23	-0.7	-1.3
CSC1=NC(C)(C)C=C(/C=C/c2c(Cl)cccc2Cl)N1	7	-9	0	0	-0.3	-3	6	-0.1	-1.0
CN(C)S(=O)(=O)c1ccc(NS(=O)(=O)/C=C/c2ccccc2)cc1	0	0	4	4	-1.3	9	16	-0.4	1.3
O=C(NCCCNC(=O)c1ccco1)c1ccco1	2	6	1	1	-0.3	-17	4	1.7	1.3
Cc1cc(C(=O)COC(=O)Cc2n[nH]c(=O)c3ccccc23)c(C)n1-c1cccc(C(F)(F)F)c1	0	1	-3	1	0.1	69	9	-0.6	-1.1
CCOc1ccc2nc3sc(C(=O)N4CCN(C)CC4)c(N)c3cc2c1	3	-9	0	4	-0.3	11	-9	0.9	0.5
COc1ccc(S(=O)(=O)N2CCOCC2)cc1OC	0	-12	3	4	0.2	9	17	0.2	1.9
COc1cc(-c2nnc(COC(=O)C3c4ccccc4Oc4ccccc43)o2)cc(OC)c1OC	2	1	3	0	-7.9	22	1	-0.3	0.7
CC(C)CNC(=O)c1cc([N+](=O)[O-])ccc1N1CCOCC1	0	-9	5	3	-0.3	-33	14	0.4	-0.8
CCC(OC(=O)c1nsc(Cl)c1Cl)C(=O)NCCOC (configuration not stated)	-1	-9	-1	4	0.7	-6	-4	-0.1	1.4

Twelve neighbouring entries out of the list so far, for reference:
SMILES	Wee1 stabilizer	RBBP9 inhibitor	Ba/F3 V617F tox	BaF3 tox	TNF necrop inh	CHOP inh	PPC-1+TRAIL kill	TRPML3 agonist	TRPN1 ag
O=C(Cn1cnc2ccccc2c1=O)Nc1cccc(-c2nnc3n2CCCCC3)c1	2	-11	-5	0	1.1	-1	-10	0.6	-0.9
CC(C)c1ccc(-c2cc(C(=O)N3N=C(C(F)F)CC3(O)C(F)F)c3ccccc3n2)cc1 (configuration not stated)	4	-14	0	0	1.5	99*	46	1.1	1.4
CCOC(=O)C1=C(C)N=C2SCCC(=O)N2[C@@H]1c1cccs1	-2	-1	-3	4	1.2	15	23	-0.7	-1.3
CSC1=NC(C)(C)C=C(/C=C/c2c(Cl)cccc2Cl)N1	7	-9	0	0	-0.3	-3	6	-0.1	-1.0
CN(C)S(=O)(=O)c1ccc(NS(=O)(=O)/C=C/c2ccccc2)cc1	0	0	4	4	-1.3	9	16	-0.4	1.3
O=C(NCCCNC(=O)c1ccco1)c1ccco1	2	6	1	1	-0.3	-17	4	1.7	1.3
Cc1cc(C(=O)COC(=O)Cc2n[nH]c(=O)c3ccccc23)c(C)n1-c1cccc(C(F)(F)F)c1	0	1	-3	1	0.1	69	9	-0.6	-1.1
CCOc1ccc2nc3sc(C(=O)N4CCN(C)CC4)c(N)c3cc2c1	3	-9	0	4	-0.3	11	-9	0.9	0.5
COc1ccc(S(=O)(=O)N2CCOCC2)cc1OC	0	-12	3	4	0.2	9	17	0.2	1.9
COc1cc(-c2nnc(COC(=O)C3c4ccccc4Oc4ccccc43)o2)cc(OC)c1OC	2	1	3	0	-7.9	22	1	-0.3	0.7
CC(C)CNC(=O)c1cc([N+](=O)[O-])ccc1N1CCOCC1	0	-9	5	3	-0.3	-33	14	0.4	-0.8
CCC(OC(=O)c1nsc(Cl)c1Cl)C(=O)NCCOC (configuration not stated)	-1	-9	-1	4	0.7	-6	-4	-0.1	1.4

The listing continues.
SMILES	Wee1 stabilizer	RBBP9 inhibitor	Ba/F3 V617F tox	BaF3 tox	TNF necrop inh	CHOP inh	PPC-1+TRAIL kill	TRPML3 agonist	TRPN1 ag
Nc1nc2ccccc2n1/N=C/c1ccc2c(c1)OCO2	-1	-9	-1	0	2.3	-19	13	0.3	-1.7
O=S(=O)(c1ccc2c(c1)OCCO2)N1CCC(c2nc3ccc(Cl)cc3[nH]2)CC1	3	-4	2	6	-2.6	30	16	-0.3	-0.9
Cc1cc(-c2ccccc2)c(C#N)c(SCC(N)=O)n1	9.7*	1	7	12	-1.6	19	11	-1.1	-1.2
O=C(CCS(=O)(=O)Cc1ccccc1)NCc1ccco1	-2	1	0	1	-0.6	3	-1	0.4	-0.4
Cn1cnnc1SCc1ccccc1[N+](=O)[O-]	2	-1	-4	-3	1.7	4	2	1.0	0.8
CC1=NN(C(=O)CSCc2ccccc2)C(O)(c2ccc(F)cc2)C1 (configuration not stated)	-3	-5	2	2	2.5	10	-15	0.0	-2.2
CCc1sc(-c2ccccc2)nc1C(=O)OC	-1	-5	1	2	1.0	16	-4	0.8	1.5
CN1CCN(C(=O)c2ccc(CS(=O)(=O)c3c(Cl)cccc3Cl)o2)CC1	-1	-3	-1	2	0.5	9	x	1.2	1.1
CCCCn1c(=O)[nH]c(=O)c2c1nc(-c1ccc(C(F)(F)F)cc1)n2C	2	-2	2	6	-3.3	34	-11	0.9	-0.1
O=S1(=O)CCN(C(CCO)c2cccc(C(F)(F)F)c2)CC1 (configuration not stated)	-3	-14	1	2	1.2	4	-4	0.6	1.2
CC(=O)OCC1=C(C(=O)O)N2C(=O)C(NC(=O)CCn3nc(C(F)(F)F)c(Br)c3C3CC3)C2SC1 (configuration not stated)	4	-10	-2	7	-0.2	3	-24	0.3	0.8
Cc1cccc(-c2nsc(SCC(=O)NCc3ccc4c(c3)OCO4)n2)c1	-2	-8	-2	3	-1.7	2	4	-0.3	0.7
CC(Sc1nc2ccccc2[nH]1)C(=O)Nc1ccccc1F (configuration not stated)	4	-9	-5	-1	2.6	20	18	0.0	-1.3
O=C(NCc1ccccc1F)c1cccs1	-2	-3	-1	3	9.6	36	12	1.0	0.1
COc1ccc(-c2nc3c4ccccc4ccn3c2C=O)cc1	0	-6	6	6	-1.5	35	x	0.1	0.2
Cc1nnc(SCC(=O)Nc2ccc3c(c2)COC3=O)n1-c1ccccc1	1	-3	-1	2	0.0	-3	10	0.7	0.6
CC1=C(C(=O)OC(C)C)C(c2cccs2)NC(=O)N1 (configuration not stated)	-1	-2	3	8	-2.4	6	11	0.9	0.0
Cc1ccc(NC(=O)N2CCC(O)(c3ccc(Cl)cc3)CC2)cc1	-4	-9	4	7	-3.0	28	10	-0.1	0.9
CCc1ccc(OCC(=O)N/N=C/c2cc([N+](=O)[O-])ccc2N2CCOCC2)cc1	2	-7	0	10	2.4	34	3	1.0	0.4
OC1(c2ccc(Cl)c(Cl)c2)C[n+]2ccccc2N1Cc1ccccc1 (configuration not stated)	-1	-8	34*	3	2.1	-32	19	-0.1	-1.5
COc1ccc(N2CCN(C(=O)c3ccc(N4C(=O)NC5CC4(C)Oc4ccccc45)cc3)CC2)cc1 (configuration not stated)	-3	-5	-2	6	-6.2	6	-2	0.9	2.6
O=C(Cn1nnc2ccccc2c1=O)Nc1ccc2c(c1)CCC2	7	-11	5	8	-2.9	25	-27	-0.7	-0.2
Cc1cc(C)c(C(=O)COC(=O)c2cccnc2Cl)c(C)c1	0	-4	2	5	-0.1	-11	-16	-1.0	-1.6
CS(=O)(=O)N(CCC#N)Cc1ccc(C=O)o1	2	6	-1	3	-0.2	-4	-1	0.9	-0.8
COc1ccc(CNC(=O)Cn2nc(Cc3cccnc3)c3ccccc3c2=O)cc1	1	-7	-4	-2	0.1	12	16	-0.3	-0.8
CCOC(=O)C1(CCc2ccccc2)CCN(C(=O)C(C)n2cncn2)CC1 (configuration not stated)	-4	-6	-4	2	-0.3	-24	18	1.1	-0.2
Cc1nn(-c2ccccc2)c(C)c1C1C(C#N)=C(N)Oc2n[nH]c(C)c21 (configuration not stated)	-1	5	-3	6	-2.7	12	10	0.8	1.7
Cc1ccc(OCCCC(=O)N2CCOCC2)c(C)c1	0	0	-5	3	-1.1	-1	45	-0.2	-1.0
CC(=O)NC1=NC(=O)CS1	-2	-9	1	3	0.5	3	8	0.7	1.3
COc1cccc(-c2nc(NCCN3CCOCC3)c3ccccc3n2)c1O	-1	-5	7	6	-9.7	-5	10	0.6	2.9
Cc1ccc(NC(=S)NN(C)c2nc(C)cnc2C)cc1	2	-2	-1	4	-7.3	30	11	0.6	-1.6
Cc1ccc(C)c(Cc2c(C)nc3c(C(=O)N4CCOCC4)cnn3c2C)c1	0	1	0	6	-1.8	-14	14	0.6	0.7
Cn1cnc([N+](=O)[O-])c1Sc1ncnc2nc[nH]c12	0	-1	56*	29*	-4.6	11&-13	17	0.0	1.3
COc1ccc(OC)c(C2C(C(=O)Nc3nc4ccccc4s3)=C(C)NC3=C2C(=O)CCC3)c1 (configuration not stated)	0	-11	4	8	3.3	-70	19	-0.3	-0.9
CS(=O)(=O)Nc1ccc(C2=NN(C(=O)c3ccco3)C(c3ccc(F)cc3)C2)cc1 (configuration not stated)	0	-7	-1	-2	2.7	-18	19	0.5	3.3
CC1Cn2c(nnc2-c2ccccc2O)S1 (configuration not stated)	-1	-1	-3	6	0.5	14	17	0.6	1.4
O=C(CN1CCOCC1)Nc1c(C(=O)C2CC2)oc2ccccc12	-5	-6	-4	2	-1.3	27	0	-0.1	-1.4
